Compound activity from PubChem.
bIAP inhibitor: blocks bovine intestinal alkaline phosphatase activity. AID 1019. 190,000 tested, under 10 active. inhibition, % at 20 µM. purified bovine IAP, CDP-star luminescence, 30 min;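 active means over 50% inhibition of intestinal alkaline phosphatase at 20 µM in the single-dose screen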
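test system = bovine IAP enzyme | medium = DEA buffer 100 mM, pH 9.8, with MgCl2 1.0 mM, ZnCl2 0.02 mM | detection = luminescence | dosing = single compound dose of 20 µM, 2% DMSO final | incubation = 30 min reaction at room temperature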
RAM inhibit: inhibitors of the yeast RAM network; S. cerevisiae dse1pr::URA3 reporter, 5-FOA growth OD615, 2 d; analog-sensitive cbk1-as2 kinase mutant strain; inhibition, % at 50 µM; 190,000 tested, 1.8% active; AID 868;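 active means inhibition above a set limit, 3 SD over mean compound inhibition, cut at about 8.4% in these data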;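 further: 0% = DMSO-only wells with no growth and 100% = 10 µM 1-NA-PP1 full growth; inhibition rescues growth on 5-FOA so higher OD means more RAM inhibition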
bIAP activator: increases bovine intestinal alkaline phosphatase activity; 200,000 tested, 0.17% active; purified bovine IAP, CDP-star luminescence, 30 min; active compounds read high; fold of DMSO-control signal, blank-subtracted; activation factor at 20 µM;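 active means activation factor of 2 or more at 20 µM, a signal rise over negative controls twice the positive control's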
TNAP act hiacc: increases human TNAP activity under high phosphate acceptor concentration; P05186; purified TNAP, CDP-star luminescence, 1 M DEA, 30 min; active compounds read high; 0 = EDTA background, 1 = DMSO-only activity; activation factor at 20 µM; 200,000 tested, under 10 active; AID 1136;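 active means activation factor at least 2 at 20 µM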
Target sequence (P05186 whole entry, looked up): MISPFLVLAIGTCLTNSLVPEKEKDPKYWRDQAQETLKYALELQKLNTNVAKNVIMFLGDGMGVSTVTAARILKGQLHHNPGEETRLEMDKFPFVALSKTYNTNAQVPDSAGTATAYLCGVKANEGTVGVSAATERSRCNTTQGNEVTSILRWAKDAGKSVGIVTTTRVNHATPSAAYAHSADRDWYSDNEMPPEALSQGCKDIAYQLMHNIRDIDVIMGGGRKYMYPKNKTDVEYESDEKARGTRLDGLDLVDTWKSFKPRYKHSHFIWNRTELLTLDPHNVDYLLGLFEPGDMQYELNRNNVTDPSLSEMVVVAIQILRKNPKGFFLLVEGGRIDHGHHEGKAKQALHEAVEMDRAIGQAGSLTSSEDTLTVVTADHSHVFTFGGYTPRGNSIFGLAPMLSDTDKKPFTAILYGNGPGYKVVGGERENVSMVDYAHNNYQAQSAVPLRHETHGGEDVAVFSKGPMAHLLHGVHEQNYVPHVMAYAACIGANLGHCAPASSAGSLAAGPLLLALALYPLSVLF
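Dosing: 20 µM single point. System: human TNAP. Amount: TNAP 1/800 final. Incubation: 30 min, room temperature. Read-out: TNAP activation factor scaled between EDTA and DMSO control wells. Signal: luminescence from CDP-star hydrolysis. Medium: 1 M DEA, pH 9.8, Mg2+, Zn2+. Control set: EDTA negative control, DMSO positive control.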
Lmaj promast: Leishmania major promastigote growth inhibition; Leishmania major promastigotes, resazurin fluorescence viability; inhibition, % at 10 µM; 200,000 tested, 9% active; AID 1063; in the data active means inhibition above about 50%;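 further: promastigotes grown with compound for 44 hours at 28 °C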
TNAP inh hi DEA: blocks human TNAP under high phosphate acceptor concentration | AID 1135 | inhibition, % at 20 µM | purified TNAP, CDP-star luminescence, 1 M DEA | P05186 | 200,000 tested, 0.03% active;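 active means over 50% inhibition of tissue-nonspecific alkaline phosphatase at 20 µM in the single-dose screen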;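 further: plate controls were DMSO wells for no effect and EDTA-quenched wells as full inhibition for full effect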
TNAP inh no acc: blocks human TNAP activity with no phosphate acceptor present. P05186. 200,000 tested, 0.26% active. AID 1012. purified TNAP, CDP-star luminescence, 30 min. inhibition, % at 20 µM;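 active means tissue-nonspecific alkaline phosphatase inhibition above about 50% at 20 µM in the single-dose screen, limit read from the data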;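 further: 0% = DMSO negative control and 100% = EDTA positive control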
FLuc stim CS: firefly luciferase counter-screen for stimulation assays | activation factor at 10 µM | ATPlite luciferase biochemical, luminescence, 10 min; 0 = ATP-free wells, 1 = DMSO control | AID 1027 | 200,000 tested, under 10 active;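 active means luciferase activation factor, scaled between plate controls, of at least 2 with compound at 10 µM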
Target sequence (P08659 whole entry, looked up): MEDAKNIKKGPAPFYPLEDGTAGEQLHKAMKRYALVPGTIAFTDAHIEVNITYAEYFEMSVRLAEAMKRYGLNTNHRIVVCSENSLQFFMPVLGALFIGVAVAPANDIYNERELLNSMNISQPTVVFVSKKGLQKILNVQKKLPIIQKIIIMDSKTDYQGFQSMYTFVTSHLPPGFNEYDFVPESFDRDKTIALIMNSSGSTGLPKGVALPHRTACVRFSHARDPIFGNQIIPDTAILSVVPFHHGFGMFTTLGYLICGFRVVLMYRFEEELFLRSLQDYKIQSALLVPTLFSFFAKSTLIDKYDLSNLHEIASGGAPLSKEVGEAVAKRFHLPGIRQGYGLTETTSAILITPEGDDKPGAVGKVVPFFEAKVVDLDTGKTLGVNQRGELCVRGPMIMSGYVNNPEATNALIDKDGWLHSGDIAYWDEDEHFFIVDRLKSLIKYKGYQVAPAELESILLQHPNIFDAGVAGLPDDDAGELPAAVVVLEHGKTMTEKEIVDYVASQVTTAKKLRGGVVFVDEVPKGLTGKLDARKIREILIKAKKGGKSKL
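Assay system: Luciferase/luciferin detection reagent, cell-free biochemical luciferase assay / Read-out: luciferase activation / Benchmarks: No-ATP low control, compound-free enzyme-plus-ATP high control / Medium: PBS buffer for ATP / Detection: luminescence measurement of luciferase light output / Schedule: 10 min at ambient temperature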
FLuc inh counter: counter-screen for luciferase assay inhibitors: firefly luciferase inhibition. P08659. ATPLite firefly luciferase biochemical luminescence, 10 min. inhibition, % at 10 µM. 200,000 tested, 1.5% active. AID 1006;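 active means inhibition above about 50% when tested at 10 µM, limit read from the data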
APP transl inh: APP translation inhibition; inhibition, % at 2 µM; SH-SY5Y APP 5'UTR-luciferase reporter, luminescence; 190,000 tested, 0.82% active;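 active means inhibition above a set limit, derived from the sample mean plus 3 SD, cut at about 45% in these data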; further: values of inactives mirror those of a sister screen read the other way
Active calls of the source: *; . = not tested or not shown.

Start of the data: the first 4 records, to show the layout:
SMILES	bIAP inhibitor	RAM inhibit	bIAP activator	TNAP act hiacc	Lmaj promast	TNAP inh hi DEA	TNAP inh no acc	FLuc stim CS	FLuc inh counter	APP transl inh
Cc1ccccc1OCc1nnc(SCC(=O)Nc2ccc3nc(SCC(=O)Nc4ccccc4)sc3c2)n1C	-1	3.2	1	1	-5	-3	-6	1	-4	0
COc1ccc(-c2nnc(SCC(=O)NCc3cccs3)n2CC(C)C)cc1	-3	0.0	1	1.1	5	-6	-16	1.1	-7	8
CCC(=O)Nc1nnc(SCc2ccccc2F)s1	9	2.9	0.9	1	20	-3	-11	1	-3	-23
COC(=O)COc1cccc(NC(=O)c2ccc(Cl)cc2)c1	9	0.7	0.9	1	-4	-5	-6	0.9	6	-5

Results, from the first entry:
SMILES	bIAP inhibitor	RAM inhibit	bIAP activator	TNAP act hiacc	Lmaj promast	TNAP inh hi DEA	TNAP inh no acc	FLuc stim CS	FLuc inh counter	APP transl inh
Cc1ccccc1OCc1nnc(SCC(=O)Nc2ccc3nc(SCC(=O)Nc4ccccc4)sc3c2)n1C	-1	3.2	1	1	-5	-3	-6	1	-4	0
COc1ccc(-c2nnc(SCC(=O)NCc3cccs3)n2CC(C)C)cc1	-3	0.0	1	1.1	5	-6	-16	1.1	-7	8
CCC(=O)Nc1nnc(SCc2ccccc2F)s1	9	2.9	0.9	1	20	-3	-11	1	-3	-23
COC(=O)COc1cccc(NC(=O)c2ccc(Cl)cc2)c1	9	0.7	0.9	1	-4	-5	-6	0.9	6	-5
NC(=O)C1CCN(Cc2nc3cc(Cl)ccc3c(=O)[nH]2)CC1	-21	-0.6	1.2	1.1	-2	-10	1	1.1	-9	4
CC12CCC(C/C1=N/OC(=O)c1cccc([N+](=O)[O-])c1)C2(C)C (stereo not given)	3	-1.5	1	1	5	-2	-4	1	3	15
S=C(NCC1CCCO1)Nc1cccc2ccccc12 (stereo not given)	5	-0.1	1	1	7	-2	-6	1.1	-7	23
COc1ccc2[nH]c(=O)c(CN(C(=O)NC3CCCCC3)C3CCCCC3)cc2c1	9	1.2	0.9	1	100*	-2	-5	1.1	-5	-13
CC1CCN(c2ccccc2NC(=S)NC(=O)c2cccs2)CC1	20	1.8	0.8	1	8	-1	8	1	-2	7
CN(CCOC(=O)c1ccc2c(c1)OCO2)C(C)(C)C	-4	1.6	1	1	-4	2	-7	1	-3	-1
CCOC(=O)c1sc(N(Cc2ccccc2)C(=O)COC(=O)c2cnccn2)nc1C	2	4.3	1	1	6	-2	-12	1.1	-9	4
COC(=O)CSCc1nc2ccccc2[nH]c1=O	-3	0.1	1	1	-5	-3	-26	1.1	-8	-25
CC(=O)c1cccc(NC(=O)c2cccc(S(=O)(=O)N(C)C)c2)c1	10	0.8	0.9	0.9	-1	6	0	0.9	8	-9
O=c1[nH]c(=O)c2nc(-c3ccc(Cl)cc3)cnc2[nH]1	-6	1.0	1.1	1	-1	-4	-62	0.9	10	-5
CC12CCC(C(=O)Nc3ccc(SC(F)F)cc3)(CC1=O)C2(C)C (stereo not given)	7	5.6	0.9	1	7	-2	-6	1	-2	2
O=C(Nc1ccc(Cc2ccncc2)cc1)c1cc(F)c(F)cc1Cl	5	-0.8	1	1.1	36	-6	-11	1.1	-5	-6
CC1CCc2c(sc(N)c2C(N)=O)C1 (stereo not given)	5	2.2	0.9	1.1	6	-7	-11	1.1	-7	-2
CCOc1ccccc1N1CCN(S(=O)(=O)c2cc(C)ccc2OC)CC1	-24	2.2	1.2	1	10	1	0	1	-3	5
CCn1nc(C(=O)OCC(=O)c2cc(C)n(Cc3cccs3)c2C)c2ccccc2c1=O	-3	3.3	1	1	-1	-4	-9	0.4	58*	3
CCC(=O)c1ccc(N2CCN(C(=O)COc3ccccc3F)CC2)c(F)c1	1	1.1	1	1	-4	-4	-6	1	-1	27
CCOc1ccc(-n2c(SCC(=O)Nc3cc(OC)c([N+](=O)[O-])cc3C)nc3ccccc32)cc1	32	6.0	0.7	1	98*	-2	-4	1.1	-6	-16
CCCCNC(=O)Nc1cc(C(F)(F)F)c[nH]c1=O	22	0.6	0.8	1	4	0	0	1	5	4
CN1/C(=C\P(=O)(N(C)C)N(C)C)C(C)(C)c2ccccc21	5	0.8	1	1.1	99*	-9	-4	1.1	-9	-4
O=C(/C=C/Nc1ccc(F)cc1)c1ccc(Br)cc1	26	1.1	0.7	1	-5	-3	-9	0.6	39	-135
CCCS(=O)(=O)N1CCn2c(nc3ccccc32)C1	14	0.1	0.9	1.1	-8	-7	-13	1	-3	10

The list continues.
SMILES	bIAP inhibitor	RAM inhibit	bIAP activator	TNAP act hiacc	Lmaj promast	TNAP inh hi DEA	TNAP inh no acc	FLuc stim CS	FLuc inh counter	APP transl inh
Cc1ccc2nc(SCC(=O)Nc3cc(C)on3)[nH]c2c1	-22	0.1	1.2	1	4	-4	-34	1.1	-6	-6
CC(=O)c1c(C)[nH]c(C(=O)OCC(=O)NCC(C)C)c1C	9	1.9	0.9	1	-6	0	-1	1	1	-20
CC(C)c1ccc(/C=C/C(=O)n2nnc3ccccc32)cc1	12	6.6	0.9	1	10	-4	2	0.7	27	-26
Cc1nonc1C(=O)N/N=C/c1cccc(O)c1	3	1.4	1	1	-6	2	-7	0.9	12	-10
Cc1ccc2c(c1)N=C(c1ccc(F)cc1)CO2	19	0.7	0.8	1	-6	-2	-5	0.6	36	-86
Cn1cc(/C=N\O)nc2c(=O)n(-c3ccccc3)c(=O)nc1-2	-6	1.1	1.1	1.1	2	-5	-6	1.1	-6	7
COc1cccc(NC(=O)COc2ncnc3sc(C)c(C)c23)c1	6	3.9	0.9	1.1	46	-6	-8	1.1	-6	2
Brc1nc(Br)n(Cc2ccccc2)n1	1	-0.4	1	1	8	-4	-12	1	-4	-4
COCc1cc(C)nc2sc(C(=O)N3CCCC3)c(N)c12	-2	1.4	1	1	-4	-2	-11	1	0	-6
OC(CN1CCCCC1)CN1CCCCC1	5	0.5	0.9	1	2	-2	2	1.1	-5	10
Cc1cccc(C(C)C)c1-n1nnnc1-c1ccccc1	29	1.1	0.7	1	23	-5	-4	1.1	-10	-2
CCc1nnc(N/N=C/c2cccs2)n1N	-1	0.1	1	1	-3	-2	-9	1.1	-6	14
O=C1CCCc2c1nc(-c1cccc(Cl)c1)n2O	12	-1.2	0.9	1.1	1	-9	-4	1	-2	94*
O=C(CN1C(=O)C2C3C=CC(C3)C2C1=O)NCCN1CCCc2ccccc21 (stereo not given)	-6	2.6	1.1	1	-5	-2	-16	1	-3	-10
CC(C)CC(=O)N1CCC(O)(CS(=O)(=O)Cc2ccccc2Cl)CC1	-5	0.9	1.1	1	-8	1	-6	1	-3	0
CCOC(=O)Nc1ccc2c(c1)N(C(=O)CCN1CCN(CCO)CC1)c1ccccc1CC2	-7	1.9	1.1	1	-5	2	-7	1	2	-3
CC(=O)Nc1cccn(Cc2c(Cl)cccc2Cl)c1=O	-7	2.4	1.1	1	-5	-1	-6	1	4	-10
O=C(c1ccco1)N1CCN(c2c([N+](=O)[O-])nn(-c3ccc(Cl)cc3)[n+]2[O-])CC1	12	3.7	0.9	1	32	2	-3	1.1	-7	-16
Cc1cc[n+]2cc(-c3cccc([N+](=O)[O-])c3)c(-c3cccc([N+](=O)[O-])c3)cc2c1	-5	0.1	1	1	17	3	-2	1	-3	8
NNC(=O)C1=NOC2COC3(CCN(c4ncccn4)CC3)OCC12 (stereo not given)	-8	0.0	1.1	1	-3	1	-12	1	0	0
O=c1[nH]c(NCCO)nc2ncn(Cc3ccccc3)c12	16	1.7	0.8	1	-3	-4	4	1	-4	.
COC(=O)c1ccc(S(=O)(=O)c2ccccc2)c(N)c1	16	-0.4	0.8	1	-5	-1	-10	1	-4	-24
CC1CC(N(C(=O)c2ccco2)c2ccccc2)c2ccccc2N1 (stereo not given)	4	-0.1	1	1.1	15	-5	-9	1	-4	1
Cc1ccc(-c2cc(C(F)(F)F)n3ncc(C(=O)N4CCCc5ccccc54)c3n2)cc1	16	7.0	0.8	1.1	-5	-7	-12	1.1	-6	-39
Cc1cccc(OCC(=O)NC2CCCc3ccccc32)c1C (stereo not given)	15	2.4	0.9	1.1	61*	-5	0	1.1	-8	-5

Continuation:
SMILES	bIAP inhibitor	RAM inhibit	bIAP activator	TNAP act hiacc	Lmaj promast	TNAP inh hi DEA	TNAP inh no acc	FLuc stim CS	FLuc inh counter	APP transl inh
COc1ccc(S(=O)(=O)Nc2cc(C)c(O)cc2C(C)C)cc1	19	0.1	0.8	1	3	-2	-25	1.1	-6	-3
COc1ccc(CCNC(=O)c2cc3c(C)nccc3[nH]c2=O)cc1OC	0	2.2	1	1.1	11	-7	-6	1	-4	-8
c1ccc(CSc2nnc(-c3ccco3)n2Cc2ccco2)cc1	6	5.1	0.9	1	12	-5	-1	1	1	-17
O=C(Oc1ccccc1-c1nnco1)c1ccc(Cl)cc1	6	0.7	0.9	1	-2	-4	-6	1	1	-5
O=C(c1ccc(Cl)cc1)n1c(NCc2ccccc2)n[nH]c1=S	-8	2.5	1.1	1	-2	-4	-5	1	-1	-24
O=c1[nH]c(=O)n(-c2ccccc2)c2c1C(C(F)(F)F)(C(F)(F)F)N=C(C1CCCCC1)N2	8	1.2	0.9	1	44	-4	-21	1	-2	3
O=C(COc1ccc2ccccc2c1)NNC(=O)[C@@H]1CCCC[C@@H]1C(=O)O	-13	1.8	1.1	1	-8	-3	-6	1	-3	6
COc1ccc(-n2c(SCC(=O)Nc3sc4c(c3C#N)CCCC4)nnc2-c2ccc(O)cc2)cc1	-8	5.9	1.1	1	1	1	0	1	0	-6
CCCCCCC(=O)Nc1c(O)c2ccccc2[nH]c1=O	2	0.5	1	1.1	16	-10	-1	1.1	-8	5
COc1ccc(NC(=O)c2nn(C)c(=O)c3ccccc23)cc1S(=O)(=O)Nc1ccccc1Cl	0	6.4	1	1	60*	1	2	1	-4	-3
CC12CC(NC(=O)N1c1cccc(C(=O)Nc3ncn[nH]3)c1)c1ccccc1O2 (stereo not given)	1	0.0	1	1	0	-3	-9	1.1	-6	4
CCC(=O)NC(=S)Nc1ccc(NC(=S)NC(=O)c2ccccc2)cc1	2	13*	1	1.1	-4	-9	-2	1	-3	0
CCOC(=O)c1oc2ccccc2c1NC(=O)COc1cccc(OC)c1	0	5.3	1	1	-8	0	-7	1	0	2
O=C(Nc1ccccc1Br)c1c(F)cccc1Cl	-2	1.7	1	1.1	2	-6	-12	1.1	-6	2
CCOc1ccc(-c2csc(NC(=O)C3CCCO3)n2)cc1 (stereo not given)	10	1.7	0.9	1	2	-4	-1	1	-2	-33
COc1ccc(C(=O)Nc2ccc(N3CCN(c4ccc(OC)cc4)CC3)c(C#N)c2)cc1	-1	4.4	1	1	-5	-1	-5	1	0	-3
COC(=O)C1CCN(C(=O)c2ccccc2Oc2ccccc2)CC1	0	0.7	1	1.1	-4	-6	-9	1	-2	-8
O=C(NCCSc1ccc(Br)cc1)c1ccccc1	2	1.0	1	1	10	-3	-15	1	-1	14
